Screens deposited in PubChem BioAssay by several laboratories.
Rtt109 HAT inh – blocks Candida albicans Rtt109/Vps75 acetyltransferase activity. Q5AAJ8. purified Rtt109/Vps75, ThioGlo CoA-SH fluorescence, 4 h. hit rate 0.16% among 330,000. inhibition, % at 34.9 µM;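 active means inhibition of at least 50% in every replicate; inconclusive means best replicate reaches 50% inhibition but some replicates fall short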
Target sequence (Q5AAJ8 whole entry, looked up): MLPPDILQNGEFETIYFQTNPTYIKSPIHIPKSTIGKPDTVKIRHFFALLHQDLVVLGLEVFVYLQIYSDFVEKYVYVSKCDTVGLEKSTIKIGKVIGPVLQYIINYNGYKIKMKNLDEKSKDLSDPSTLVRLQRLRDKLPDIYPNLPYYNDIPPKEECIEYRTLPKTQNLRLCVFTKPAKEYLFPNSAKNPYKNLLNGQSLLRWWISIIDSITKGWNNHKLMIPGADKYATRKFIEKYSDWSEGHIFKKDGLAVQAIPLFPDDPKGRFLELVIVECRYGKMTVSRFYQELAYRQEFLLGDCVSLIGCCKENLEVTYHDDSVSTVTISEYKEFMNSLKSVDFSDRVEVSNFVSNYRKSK
SR-BI uptake up – SR-BI HDL lipid transfer activation; AID 504775; activation, % at 12.5 µM; CHO ldlA[mSR-BI] cells, DiI-HDL uptake fluorescence, 3 h; 100 = double the neutral-control signal; hit rate 0.096% among 320,000;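 active means mean replicate activation of at least 60% and every replicate at or above 60%; inconclusive means mean or all-replicate condition met, but not both; inactive means mean below 60% and not all replicates reaching 60%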;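 further: 0% = median plate neutral-control signal and 100% = twice that signal; values of inactives mirror those of a sister screen read the other way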
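Test system: SR-BI-overexpressing, LDLR-lacking CHO cells; Medium: Ham's F12 with 0.5% BSA, HEPES 25 mM, pH 7.4; Schedule: 3 h, 37 °C; Technique: bottom-read fluorescence, 550/595 nm.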
cardiac RTF act – increases calcium sensitivity of human cardiac regulated thin filaments; P19429+P45379; IANBD-labeled TnC RTF fluorescence at EC20 calcium; 0% EC20 calcium, 100% full calcium; activation, % at 7.2 µM; hit rate 0.24% among 340,000; AID 493008;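 active means activation above the mean over all tested compounds plus 3 SD, cut at about 30% in these data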;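 further: rise in fluorescence read as greater calcium sensitivity of cardiac thin filaments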
CAL PDZ FP-1 – inhibitors of human CAL PDZ peptide binding; purified CAL PDZ, TMR-peptide fluorescence polarization, 1 h; inhibition, % at 20 µM; hit rate 0.02% among 330,000; AID 504414;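 active means highest replicate inhibition of at least 40%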;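 further: plate controls were DMSO neutral control wells for no effect and unlabeled competitor peptide control wells for full effect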
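System: purified tagged CAL PDZ domain construct (CerCALP). Schedule: 1 h incubation at room temperature before polarization reading. Medium: 25 mM sodium phosphate pH 7.4, 150 mM NaCl, TCEP, IgG, Thesit. Read-out: percent inhibition from loss of millipolarization. Measured by: FP readout, S and P plane fluorescence. Probe or stimulus: fluorescent TMR peptide probe.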
CAL PDZ FP-2 – blocks peptide binding to the human CAL PDZ domain; Q9HD26; purified CAL PDZ, TMR-peptide fluorescence polarization, 1 h; inhibition, % at 24.9 µM; hit rate 0.92% among 300,000; AID 602252;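 active means mean inhibition of at least 30% with at least half of replicates also reaching 30%; inconclusive means no clear call, values can overlap the other calls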;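 further: 0% = DMSO neutral control and 100% = excess unlabeled competitor peptide PRC23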
LANA DNA inh – KSHV C-LANA DNA binding inhibition | MBP-C-LANA/FAM-LBS DNA binding, fluorescence polarization | inhibition, % at 9 µM | hit rate 0.078% among 340,000 | AID 504423;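 active means highest replicate inhibition at or above 60% at 9 µM, even if other replicates fall short; inactive means all replicates below 60% inhibition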;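 further: 0% = neutral control wells and 100% = 4 µM acridine orange control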
DAGLB inhibitor – diacylglycerol lipase beta (human) inhibition | Q8NCG7 | HEK293T DAGLB membrane lysate, EnzChek fluorogenic substrate | inhibition, % at 5.17 µM | hit rate 0.059% among 340,000 | AID 504411; in the data active means inhibition above about 34%;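 further: 0% = enzyme with vehicle and 100% = wells lacking enzyme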
PKA-R2B act – activates the human PKA-R2B holoenzyme complex; P22694+P31323; PKA-R2B holoenzyme dissociation, Cy5-IP20 fluorescence polarization; R2B truncated from residue 108, S112A mutant; 0% DMSO only, 100% 113 µM cGMP; activation, % at 11.4 µM; hit rate 0.079% among 340,000;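 active means activation above a cutoff set at the mean over all compounds plus 3 SD, cut at about 18% in these data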;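 further: higher means more holoenzyme dissociation and a rise in polarization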
Keap1 Nrf2 FP – Keap1-Nrf2 (human) interaction inhibition. Q14145. Keap1 Kelch-Nrf2 peptide fluorescence polarization, 1536-well. inhibition, % at 9.4 µM. hit rate 0.15% among 340,000. AID 504523; in the data active means inhibition above about 12%; inconclusive means no clear call, values can overlap the other calls; inactive means below about 7.3%;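 further: human Keap1 Kelch domain with fluorescein labeled Nrf2 9mer peptide probe; 0% = neutral control wells and 100% = peptide positive control; higher means more block of Keap1 binding to Nrf2 peptide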
Target sequence (Q14145 whole entry, looked up, the tested form may be a part): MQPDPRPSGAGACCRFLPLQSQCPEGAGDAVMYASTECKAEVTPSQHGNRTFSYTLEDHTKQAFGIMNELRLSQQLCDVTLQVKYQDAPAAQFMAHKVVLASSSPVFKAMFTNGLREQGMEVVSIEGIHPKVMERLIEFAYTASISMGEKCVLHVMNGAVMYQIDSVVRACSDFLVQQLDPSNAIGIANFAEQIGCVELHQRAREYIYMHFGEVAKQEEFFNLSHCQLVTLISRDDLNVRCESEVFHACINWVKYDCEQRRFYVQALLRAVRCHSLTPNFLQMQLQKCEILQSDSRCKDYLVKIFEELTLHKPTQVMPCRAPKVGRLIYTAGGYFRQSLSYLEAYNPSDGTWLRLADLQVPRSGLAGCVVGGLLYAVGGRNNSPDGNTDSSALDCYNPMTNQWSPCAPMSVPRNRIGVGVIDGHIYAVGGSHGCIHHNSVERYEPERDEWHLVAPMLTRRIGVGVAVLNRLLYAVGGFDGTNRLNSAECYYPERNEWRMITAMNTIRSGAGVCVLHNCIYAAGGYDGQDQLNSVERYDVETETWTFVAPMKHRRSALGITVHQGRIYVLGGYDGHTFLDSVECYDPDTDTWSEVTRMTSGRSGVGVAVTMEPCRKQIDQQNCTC
Cardiac RTF inh – cardiac RTF calcium desensitization | hit rate 0.12% among 340,000 | inhibition, % at 7.15 µM | IANBD-labeled cardiac RTF, Ca2+ fluorescence | P19429+P45379;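 active means inhibition above the mean inhibition of all tested compounds plus 3 SD, cut at about 17% in these data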;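 further: assay run at fixed EC70 calcium of 1.6 mM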
* hit, by the source's call; ? = inconclusive; . = no result given.

SMILES	Rtt109 HAT inh	SR-BI uptake up	cardiac RTF act	CAL PDZ FP-1	CAL PDZ FP-2	LANA DNA inh	DAGLB inhibitor	PKA-R2B act	Keap1 Nrf2 FP	Cardiac RTF inh
O=C1CCC(C(=O)Nc2ccc([N+](=O)[O-])cc2)N1 (stereo unspecified)	11.4	24.9	-1.7	0.7	-2.1	-1.1	1.4	-1.9	-0.4	-4.8
CC(OC(=O)CC1Sc2ccccc2NC1=O)C(=O)NC1CCCC1 (stereo unspecified)	6.7	.	-2.1	-1.9	-1.1	-2.1	-1.1	-9.7	-3.3	-4.3
CC(C)[C@H]1COCCS(=O)(=O)N1Cc1ccc(Cl)cc1	6.1	-13.8	-3.7	0.0	-1.7	-1.5	-2.3	-1.7	-0.8	-10.2
CC(=O)c1cccc(NC(=O)CN(Cc2ccccc2)S(C)(=O)=O)c1	.	11.7	-1.1	-2.5	0.5	-1.3	-1.2	-3.3	-2.7	-0.8
O=C(CC1SC(=Nc2ccc(O)cc2)NC1=O)Nc1ccccc1 (stereo unspecified)	29.6	.	-2.4	-1.2	.	-0.5	-1.0	3.5	-2.4	-6.0
Cc1cc(=O)nc2c3ccccc3n(C(C)C(=O)NCCC(C)C)n12 (stereo unspecified)	12.5	-22.3	5.8	1.8	-4.4	-1.7	0.2	-4.3	2.7	0.1
O=C(c1cc(-c2ccncc2)nc2ccccc12)N1CCN(c2ncccn2)CC1	-1.8	-23.2	-0.1	-1.1	.	0.9	0.3	5.6	-4.5	0.6
O=C(Cn1nc(C(=O)O)c2ccccc2c1=O)NCC1CCCO1 (stereo unspecified)	4.2	18.4	-0.1	0.6	-1.2	-2.4	-0.2	-0.7	-4.0	-0.3
Cc1ccc(N=C2SC(C(=O)O)CC(=O)N2C)cc1C (stereo unspecified)	-10.0	18.3	-0.4	-0.1	-0.8	-0.8	1.1	0.6	-3.8	-2.4
O=C(O)c1cccc(NS(=O)(=O)c2ccc3nnn(O)c3c2)c1	-14.3	36.4	-0.5	-0.3	-3.1	-0.5	2.6	-4.9	0.9	-1.4
Cn1c(CN2CCCC2)nc2cc(NC(=O)COc3ccc(Cl)cc3)ccc21	.	-51.4	11.9	-2.7	-0.6	-0.4	0.8	-14.2	-10.7	-4.7
O=C(Nc1nnc(-c2ccc(Cl)cc2)o1)C1CCCCC1	6.6	.	-1.7	-0.2	.	-1.3	0.2	1.8	1.3	-0.1
Cc1cc(C)c(S(=O)(=O)N2CCOC2CNC(=O)C(=O)NCc2cccnc2)c(C)c1 (stereo unspecified)	4.0	2.7	1.0	-2.2	.	0.4	1.1	-4.3	-0.5	-3.5
C=CCN1C(=O)c2ccc(C(=O)OCC(=O)N(CC)c3c(N)n(Cc4ccccc4)c(=O)[nH]c3=O)cc2C1=O	0.5	-10.7	2.2	-0.8	-0.9	0.1	-0.7	6.8	-2.9	0.4
Cc1ccc(C(=O)Oc2oc(-c3ccccc3)nc2C=Nc2ccc(N(C)C)cc2)cc1	4.7	-26.8	6.2	-2.1	-1.4	3.8	1.9	2.1	-4.8	-0.8
CCN1CCN(C(c2ccccc2)c2nnnn2Cc2ccc(OC)cc2)CC1 (stereo unspecified)	-4.9	18.6	3.3	-0.2	-2.1	0.0	1.0	-9.6	3.8	3.8
COc1ccc2[nH]cc(/C=N/NS(=O)(=O)c3ccc(C)cc3)c2c1	2.6	-17.4	-1.4	-0.7	-5.5	-0.3	0.4	-2.0	-4.6	2.2
COC(=O)c1ccc(CSc2nnnn2Cc2ccccc2)cc1	-2.2	26.1	-0.9	-1.7	.	-0.1	-8.1	3.2	-4.5	-5.6
Cc1nn(C)c(C)c1NC(=O)c1ccnn1C	-4.9	12.1	-5.5	0.1	-1.0	1.1	0.7	6.2	2.3	-8.9
O=[N+]([O-])c1ccc2[nH]c(O)c(N=NC(=S)Nc3cccnc3)c2c1	-12.0	.	-4.4	-1.2	-0.4	1.0	7.8	-5.5	-1.8	-8.4
O=C(/C=C/c1ccccc1)OCc1cnc(Cl)s1	-3.6	21.1	4.5	-0.1	-1.1	-0.5	-0.5	5.3	2.4	3.0
C/C(=N\NC(=O)c1ccccc1[N+](=O)[O-])c1ccc(Br)s1	-19.0	22.3	-0.4	0.6	-7.5	1.3	3.8	-0.4	-2.9	-2.4
COc1ccc(OC)c(/C=N/NC(=O)c2ccc(=O)[nH]n2)c1	-8.4	.	0.9	-2.2	.	1.2	-2.7	-6.8	-0.4	-5.5
Cc1ccc(-n2c(=O)c3ccc(C(=O)NCc4ccco4)cc3n(Cc3ccccc3C#N)c2=O)cc1	6.5	58.5	-7.6	-3.0	-1.4	3.1	-0.4	-1.1	1.6	4.5
CCCNc1c(NS(=O)(=O)c2ccc(C)cc2C)c(=O)oc2ccccc12	-4.5	7.0	-2.7	-1.3	-4.5	2.6	1.4	-7.9	-4.9	-1.8
COc1ccccc1-c1nc2n(n1)C(c1cccs1)C(C(=O)Nc1cccnc1)=C(C)N2 (stereo unspecified)	.	9.9	-1.9	-1.3	1.3	-0.3	0.3	-3.8	0.3	-0.9
CC(C)(C)N1C(=O)[C@H]2[C@@H](c3ccc(Br)cc3)N3C(=O)N(c4ccccc4)C(=O)[C@@]3(Cc3ccccc3)[C@H]2C1=O	3.7	14.3	1.4	0.1	10.9	0.7	-4.7	0.9	-3.7	4.7
CCn1nnnc1SCC(=O)Nc1nc2ccc(OC)cc2s1	8.4	-6.6	-2.6	-3.1	-3.1	2.8	4.0	5.9	6.1	-4.1
COc1ccc(C=C(C(=O)O)c2ccc(OC)cc2)cc1	-14.4	1.9	-5.1	0.4	.	-2.3	0.6	-7.3	-3.5	-0.6
COc1cccc(/C=N/n2c(N)c(S(=O)(=O)c3cccs3)c3nc4ccccc4nc32)c1OC	6.6	-21.6	-1.0	-0.9	-1.5	-1.3	-2.0	2.5	-1.6	-2.9
COc1cc(OC)cc(C(=O)Nc2nnc(SCC(=O)NCC3CCCO3)s2)c1 (stereo unspecified)	0.8	-8.3	3.4	-1.9	-1.8	-0.5	0.2	-6.4	-4.4	-6.5
C/C=C(\C)C(=O)Nc1cccc(C2=NOC3(C2)C[C@H](C(N)=O)N(C(=O)C(c2ccccc2)c2ccccc2)C3)c1 (stereo partly specified)	?	-16.6	2.2	-2.4	-1.3	0.0	-1.5	-8.6	-1.4	-10.3
COc1cc(/C=C/C(=O)O)cc(S(=O)(=O)Nc2ccc3nc(C)sc3c2)c1OC	16.7	1.6	-4.7	-0.6	7.8	0.5	0.1	-5.7	1.0	-1.9
CC(=O)NC(Cc1ccc(F)c(F)c1)C(=O)NC1CCN(c2nnnn2-c2ccccc2)CC1 (stereo unspecified)	15.2	27.0	2.2	-2.7	2.2	0.4	1.1	1.6	0.8	-5.6
COc1ccc(C(=O)CSc2nc3ccccc3n2CC(=O)NC(C)(C)C)cc1	-2.2	8.7	-3.3	0.5	-2.3	1.5	-1.5	-2.1	-0.8	-27.0
CC(=O)c1ccc(N2CCN(C(=O)COc3ccc4c(c3)CCC4)CC2)cc1	-4.1	-35.3	1.1	-0.9	-2.5	-2.4	0.8	9.4	-3.6	0.1
C/C(=N/NS(=O)(=O)c1ccccc1)c1ccc(Cl)cc1	0.7	1.2	-0.7	.	6.8	-2.2	0.1	2.0	-0.3	-3.7
O=C(CN1C2=NCCCN2c2ccccc21)c1ccc([N+](=O)[O-])cc1	0.0	4.3	-3.2	-1.4	-0.8	-0.5	0.3	-7.3	2.1	-0.2
Cn1c(CCN2CCN(c3ccccn3)CC2)nc2cc(NC(=O)COc3ccc([N+](=O)[O-])cc3)ccc21	0.3	-44.9	-4.2	-0.9	6.0	0.0	2.0	-13.4	-0.8	-2.0
CCC(NC(=O)c1cc(COc2ccc(OC)cc2Cl)on1)c1ccncc1 (stereo unspecified)	-7.8	-28.6	7.1	-3.0	-4.9	-1.5	4.0	-6.3	1.6	-4.7
COc1ccc(C(C)NC(=S)NCc2ccc(F)cc2)cc1 (stereo unspecified)	-5.9	-4.7	0.3	0.0	13.7	-1.2	-3.6	6.3	2.6	1.0
COc1ccc(OC)c(C(c2nnnn2C2CCCC2)N2CCN(c3ccccc3F)CC2)c1 (stereo unspecified)	3.9	-13.7	-5.2	0.1	-10.8	1.8	-3.7	-1.4	-3.1	-1.2
CCCc1ccc(OCCNC(C)=O)cc1	-8.6	9.7	-1.2	-0.8	0.7	-0.9	-1.8	0.3	-4.9	-8.1
CC(NC(=O)c1ccc(CS(C)(=O)=O)cc1)c1ccc(-c2ccccc2)cc1 (stereo unspecified)	-3.5	.	4.4	-1.2	5.1	0.9	2.5	-7.9	-1.7	-2.7
O=C/C(=C\Nc1ccccn1)c1nc2cc(Cl)ccc2o1	-2.0	3.7	3.0	0.1	-1.1	5.3	0.8	-2.1	-1.8	-4.1
O=C(COC(=O)c1ccc(CO)cc1)Nc1ccc2ccccc2c1	2.6	-6.3	0.7	-0.7	1.4	0.4	-7.2	-18.2	-0.2	-9.7
COC(=O)CNC(c1ccccc1)c1cc(Cl)ccc1NC(=O)c1cccc(Cl)c1 (stereo unspecified)	6.6	-18.1	0.1	-0.8	-1.1	0.8	-17.5	-10.8	3.4	3.0
CC(O)(C#CCN1CCCCCC1)c1ccccc1 (stereo unspecified)	-4.6	14.4	.	-1.3	0.1	1.5	.	.	-0.7	.
O=C(CSc1ccccc1)NCCSCc1ccccc1	0.6	5.3	-4.6	-0.6	-2.1	-0.6	-8.9	-4.4	-1.2	-13.0
CCc1ccc(N2CC(C(=O)N3CCCCCC3)CC2=O)cc1 (stereo unspecified)	10.7	12.4	-0.9	-2.9	-2.9	-0.3	-3.1	3.0	4.5	1.9
CCn1nc(CC(C)C)cc1C(=O)N1CCCC(Nc2ccc(F)cc2)C1 (stereo unspecified)	-4.7	26.0	-2.6	-2.2	0.5	1.3	1.8	-3.2	-4.2	-8.0
CCC(C)(C)C(=O)Nc1cc([N+](=O)[O-])ccc1Cl	10.2	19.3	2.9	0.4	-7.6	0.8	0.3	-9.8	-5.1	-10.5
CNCCCC1c2ccccc2C=Cc2ccccc21	4.5	27.3	-5.0	-1.3	-7.0	1.2	2.5	-6.3	-1.7	-1.7
COc1ccc(-c2nnc(SCc3nc4ccccc4c(=O)[nH]3)o2)cc1	-2.4	.	0.6	-1.3	-1.7	2.9	-2.8	-8.7	2.9	-0.4
